3CLpro inhibitor – SARS-CoV 3CLpro protease inhibition; recombinant SARS-CoV 3CLpro, quenched FRET peptide cleavage; inhibition, % at 6 µM; hit rate 0.14% among 290,000; AID 1706; in the data active = inhibition above about 12%
CCHFV vOTU inh – CCHFV vOTU protease inhibition | inhibition, % at 11.5 µM | hit rate 0.55% among 370,000 | Pep-AMC fluorescence; in the data active = inhibition above about 30%; also: 0% = vehicle wells with enzyme and 100% = no enzyme wells
BoNT F protease – blocks Botulinum neurotoxin F light chain protease | Multiplex microsphere protease cleavage assay, flow cytometry | inhibition, % at 10 µM | hit rate 0.22% among 360,000; in the data active = inhibition above about 35%, passing the limit was not always enough; inconclusive = no clear call, values can overlap the other calls; also: plate controls were buffer without enzyme for full effect and enzyme alone for no effect
PrPC TRFRET – cell surface PrPC inhibition, primary TR-FRET screen; P04156; inhibition, % at 13.8 µM; TR-FRET read-out; hit rate 0.43% among 370,000; in the data active = inhibition above about 24%; also: 0% = median of the test wells and 100% = reference compound wells
MazEF act – MazEF (E. coli) toxin RNase activation; activation, % at 20 µM; AID 504720; FAM/BHQ RNA-DNA oligo cleavage fluorescence, 5 h; hit rate 0.32% among 350,000; in the data active = activation above about 50%
Target sequence (P0AE70 whole entry, looked up): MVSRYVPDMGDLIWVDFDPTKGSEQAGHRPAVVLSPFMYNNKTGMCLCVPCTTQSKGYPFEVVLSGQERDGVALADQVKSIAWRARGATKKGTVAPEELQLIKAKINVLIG
Anthrax LF prot – anthrax lethal factor protease inhibition. AID 588501. P15917. inhibition, % at 10 µM. hit rate 0.12% among 360,000. multiplex microsphere protease cleavage assay, LF; also: plate controls were buffer without enzyme for full effect and enzyme alone for no effect
Target sequence (P15917 whole entry, looked up): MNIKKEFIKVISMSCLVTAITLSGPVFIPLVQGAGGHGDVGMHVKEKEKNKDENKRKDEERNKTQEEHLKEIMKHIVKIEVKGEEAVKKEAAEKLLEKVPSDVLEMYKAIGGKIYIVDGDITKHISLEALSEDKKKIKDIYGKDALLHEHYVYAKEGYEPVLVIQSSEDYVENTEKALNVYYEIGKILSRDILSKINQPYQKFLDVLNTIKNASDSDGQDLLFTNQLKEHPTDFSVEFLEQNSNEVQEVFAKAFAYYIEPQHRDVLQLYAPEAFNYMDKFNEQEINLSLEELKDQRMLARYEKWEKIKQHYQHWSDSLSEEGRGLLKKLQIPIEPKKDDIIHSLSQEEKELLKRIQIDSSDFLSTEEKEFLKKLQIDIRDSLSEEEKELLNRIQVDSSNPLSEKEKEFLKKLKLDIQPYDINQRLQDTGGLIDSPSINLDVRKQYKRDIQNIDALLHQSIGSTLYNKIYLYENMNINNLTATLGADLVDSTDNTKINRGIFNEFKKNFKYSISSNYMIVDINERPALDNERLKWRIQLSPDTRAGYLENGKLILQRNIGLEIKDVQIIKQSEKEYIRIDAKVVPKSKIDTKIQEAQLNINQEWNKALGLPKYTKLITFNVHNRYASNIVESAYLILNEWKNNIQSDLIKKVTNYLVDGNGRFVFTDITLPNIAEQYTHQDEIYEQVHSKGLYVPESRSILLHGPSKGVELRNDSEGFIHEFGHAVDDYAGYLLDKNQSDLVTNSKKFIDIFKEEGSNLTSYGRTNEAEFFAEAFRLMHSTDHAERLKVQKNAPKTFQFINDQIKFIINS
Rv3671c protease – inhibitors of M. tuberculosis serine protease Rv3671c | P9WHR9 | inhibition, % at 5.96 µM | hit rate 0.048% among 320,000; in the data active = inhibition above about 38%;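 also: extracellular domain of Rv3671c used as enzyme; 0% = enzyme with DMSO and 100% = no enzyme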
SSB-PriA inh – K. pneumoniae PriA-SSBct interaction inhibition. AlphaScreen SSBct-PriA binding, biotinylated peptide. inhibition, % at 33 µM. hit rate 0.6% among 430,000. AID 1272365; in the data active = inhibition mostly above about 37%, no sharp cut-off; inactive = mostly below about 20%;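 also: plate controls were negative control peptide for no effect and reference peptide for full effect; strong numbers were not always called active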
BoNT-A LC inh2 – BoNT A light chain protease inhibition; multiplex microsphere protease substrate cleavage, flow cytometry; inhibition, % at 10 µM; hit rate 0.17% among 360,000; AID 588499; also: plate controls were buffer without enzyme for full effect and enzyme alone for no effect
VHR inh abs – inhibitors of human VHR1 phosphatase (DUSP3); P51452; recombinant VHR phosphatase, pNPP absorbance; inhibition, % at 13.3 µM; hit rate 0.52% among 290,000; AID 1654; in the data active = inhibition above about 50%; also: some compounds called inactive have numbers as strong as hits
Active calls of the source: *; ? = inconclusive; nt = no result given; & = joins results of further samples. Rule as the data show it, unless noted: active = inhibition above about 30%; inconclusive = no clear call, values can overlap the other calls; inactive = below that. Not all compounds are listed. The share of hits here may be higher or lower than overall.

Values run as follows: 3CLpro inhibitor, CCHFV vOTU inh, BoNT F protease, PrPC TRFRET, MazEF act, Anthrax LF prot, Rv3671c protease, SSB-PriA inh, BoNT-A LC inh2, VHR inh abs
1	C=CCn1c(CCCOc2ccc(Cl)cc2Cl)n[nH]c1=S
  2.7, -1.6, 4.8, -1.5, 4.9, -0.5, -11.8, 9.0&-12.2, 0.3, 2.3
2	CC(=O)Nc1ccc(S(=O)(=O)NNC(=S)NCc2ccco2)cc1
  -0.1, 3.6, -0.9, -1.1, 4.2, 1.1, 3.3, 0.0, -0.4, 17.9
3	CN(C(=O)CCc1ccccc1F)C1CCCN(Cc2ccccc2F)C1 (centres undefined)
  -2.7, 5.8, -5.2, 5.0, -1.2, -2.5, 0.4, -8.7, -3.5, 17.9
4	Cc1nonc1CN(C)C(=O)c1cc(COc2ccc(F)cc2Cl)on1
  1.9, 6.7, -7.2, 12.1, -18.3, -0.5, 3.4, -20.3, 0.8, -0.2
5	N#Cc1nc(-c2cccc3ccccc23)oc1N
  nt, -199.3, -4.1, -4.9, 3.9, -11.2, 3.1, -28.7, -0.6, nt
6	NC(=O)C1(N2CCCCC2)CCN(C2CC(=O)N(Cc3ccc(N4CCCC4=O)cc3)C2=O)CC1 (centres undefined)
  0.9, 0.3, 6.4, -4.5, -1.9, -3.5, 0.3, -4.0, -1.3, -15.5
7	COc1ccc(CNC(=O)c2ccc3nccnc3c2)cc1
  1.6, 10.2, -17.9, -10.4, -3.0, -0.6, 3.0, -2.1, -0.9, 20.8
8	Cc1ccc(S(=O)(=O)N(C)c2ccc(OC(=O)c3cccs3)cc2)cc1C
  nt, 9.6, -0.9, -0.8, -7.4, -11.8, -2.0, -35.0, -3.1, nt
9	Cc1cccc(N(CC(=O)N/N=C/c2cc([N+](=O)[O-])ccc2Cl)S(C)(=O)=O)c1C
  1.4, nt, -11.6, nt, 2.9, 0.4, 0.1, nt, -0.4, 9.1
10	O=C(CCN1CCOCC1)Nc1cc(C(=O)Nc2ccccc2F)ccc1N1CC2CC(C1)c1cccc(=O)n1C2 (centres undefined)
  -0.9, -2.9, 4.5, 0.1, 6.5, -3.2, 7.1, -5.5, -1.4, -20.1
11	COc1ccc(/C=N/NC(=O)CCSc2nc3ccccc3s2)cc1OC
  1.9, 6.5, -0.7, 13.5, 6.6, -0.1, -3.7, nt, 0.1, -1.5
12	CC1CN(CCc2ccccc2)c2nc3c(c(=O)n(C)c(=O)n3C)n2C1 (centres undefined)
  2.7, 12.5, -6.3, -4.4, -23.0, -2.0, -8.0, -6.2, 0.0, -11.5
13	COc1ccc(/C(C)=N/NC(=O)CNC(=O)CCc2ccccc2)c(OC)c1
  1.8, -8.0, -6.0, -2.3, 3.0, 2.6, 1.7, nt, -0.7, 4.3
14	c1ccc(Cc2nn[nH]n2)cc1
  -8.3, 10.2, -0.7, 6.8, -2.2, 3.4, 8.0, -15.3, 0.0, 25.9
15	Cc1ccc(SCCN2CCN(CCc3ccccc3)CCC2=O)cc1
  nt, -4.8, -5.1, -3.5, 0.7, 8.3, -4.3, -4.5, 0.4, 18.7
16	CCc1c(C(=O)Nc2cc(C)cc(C)c2)[nH]c(C)c1C(C)=O
  1.3, 23.8, 3.9, 7.2, 7.9, 2.7, -4.7, -3.7, -0.8, 19.0
17	O=C(c1cc(-c2ccccc2)n[nH]1)N1CCN(S(=O)(=O)c2ccccc2)CC1
  -1.6, -1.4, 3.9, 10.0, 4.6, -4.2, -1.9, 1.1, 0.1, -10.3
18	O=C(O)CNC(=O)C(c1ccccc1)c1ccccc1
  2.5, -8.1, 0.0, 1.6, 1.3, -4.9, 2.9, -11.6, -0.8, 8.7
19	NC(=O)COc1ccc(/C=N\NC(=O)CC(=O)NCCc2ccccc2)cc1
  -2.9, -0.2, 11.9, -12.4, 0.2, 16.9, -6.9, nt, 2.5, nt
20	CC1CC(C)CC(C)C(O)C(C#N)=CC=CCC(C2CCCC2C(=O)O)OC(=O)CC(O)C(C)C1 (centres undefined)
  nt, 9.4, -6.4, 86.6*, 4.0, 0.5, nt, -5.9, -0.7, nt
21	O=C(O)c1cccc(OCCN2CCCC2=O)c1
  3.1, -2.8, 13.4, 0.4, 1.6, -8.0, 0.4, -16.9, 0.4, -12.0
22	CCN(C(=O)Nc1cccc(Cl)c1)c1ccccc1
  4.2, 2.9, ?, 3.1, 7.8, 19.4, nt, 4.4, -2.2, -10.7
23	COc1ccc(C(=O)C2CCCN(C(=O)C3CCOCC3)C2)cc1OC (centres undefined)
  3.3, -1.0, -0.8, 0.7, 2.1, -0.4, 3.3, -15.7, 2.2, 10.4
24	CCc1nc(SCC(=O)c2ccc(Cl)s2)c2oc3ccccc3c2n1
  -14.2, nt, -0.9, nt, -26.8, -2.4, -8.8, -29.3, -0.4, 13.9
25	CCOc1ccc(OCCSc2nc(N)cc(=O)[nH]2)cc1
  1.1, -3.9, 0.1, 0.2, -2.1, 8.4, 2.0, -5.4, 0.1, -6.7
26	CN(C1CCCCC1)S(=O)(=O)c1ccccc1
  -3.0, -3.9, -1.8, 10.4, 3.8, 0.3, 8.2, -26.7, -0.3, -12.8
27	CC1C(=O)N2CCCc3cc(NS(=O)(=O)c4ccc([N+](=O)[O-])cc4)cc1c32 (centres undefined)
  nt, -6.3, 19.5, -15.0, -1.9, 2.4, 5.6, 4.1&0.0, -0.1, nt
28	O=C1CC2c3ccccc3C1C1C(=O)N(CCO)C(=O)C21 (centres undefined)
  1.1, -5.4, -3.1, -1.7, -18.9, 0.5, 8.0, -13.4, -0.4, 12.2
29	COc1ccc([N+](=O)[O-])cc1NC(=O)CSc1ccc2ccccc2c1
  2.6, -5.3, -1.7, 7.4, -5.4, 1.4, -17.7, -2.0, 0.3, -1.7
30	CC1CCCN1CCC(C(N)=O)(c1ccccc1)c1ccccc1 (centres undefined)
  nt, -9.2, 4.1, -0.8, -0.9, -5.5, nt, -14.0, -0.9, nt
31	N=c1ncn(CC(O)CN2CCOCC2)c2nc(N3CCOCC3)[nH]c12 (centres undefined)
  -5.4, -3.5, 0.7, 2.8, 3.4, -6.0, 1.6, -3.5, 0.5, -11.1
32	c1cnc(N2CCSCC2)nc1
  -5.6, -11.9, -4.7, -5.3, -6.5, -1.0, 2.3, -9.5, 0.1, 28.0
33	CC1(Oc2cccc(F)c2)CCN(Cc2csc3ccccc23)C1 (centres undefined)
  nt, -1.7, -2.2, 5.9, nt, -10.2, nt, nt, 0.1, nt
34	O=S(=O)(NCC1CCCO1)c1cnc(Cl)c(Cl)c1 (centres undefined)
  -4.0, -20.6, 0.7, -2.6, -6.5, 0.1, 5.3, 1.3, -0.6, 11.5
35	CCC(Oc1ccc2ccccc2c1)C(=O)O (centres undefined)
  -2.6, 2.5, -5.8, 9.3, 6.1, -1.3, 0.2, -3.5, 0.1, -20.9
36	CCOC(=O)c1cn(CC)c2cc(N3CCN(C)CC3)c(F)cc2c1=O
  -1.9, -7.7, -34.4, -11.5, 11.9, 2.6, 5.5, -15.6, -12.2, 28.2
37	Cn1nc(C(=O)OCC(=O)Nc2cccc(S(=O)(=O)N3CCCC3)c2)c2ccccc2c1=O
  -9.5, -0.4, -1.5, 1.2, 10.8, -0.1, 4.7, -12.6, -0.9, 24.5
38	COCCNc1nc(Oc2cccc(NC(C)=O)c2)c2sc(-c3ccccc3)cc2n1
  nt, -10.2, -1.8, -5.6, nt, -4.4, nt, nt, 0.7, nt
39	CCOC(=O)/C=c1\s/c(=C\c2ccc(C)cc2)c(=O)n1CC(=O)NCc1ccco1
  -7.2, -2.3, 0.5, -3.9, -5.5, -1.6, -11.6, nt, 0.0, 2.6
40	COc1ccc(Cc2nnc(SCC(=O)Nc3cc(Cl)ccc3OC)[nH]c2=O)cc1
  nt, 10.4, 1.7, 6.6, 2.3, -1.3, -7.6, 2.0, -1.1, nt
41	O=c1c2sc3nc(N4CCOCC4)c4c(c3c2nnn1Cc1ccccc1)CCCC4
  3.9, 4.4, 3.1, -5.4, -14.3, 0.6, 5.7, -4.6, 0.1, -12.6
42	O=C(c1ccc(CS(=O)(=O)c2ccccc2)o1)N1CCN(c2ccccc2)CC1
  -1.5, 8.8, -0.3, -0.8, -0.3, 1.3, 8.4, -7.5, 0.7, 2.2
43	CC1(C)CC2(OC2c2ccccc2)C(=O)c2ccccc21 (centres undefined)
  nt, 3.2, -8.7, 0.2, 3.7, -6.4, nt, nt, -0.2, nt
44	CCOc1ccc(N(C(=O)c2cnccn2)C(C(=O)NC2CCCCC2)c2ccc(O)cc2)cc1 (centres undefined)
  2.9, 2.3, -1.4, 10.4, 6.0, 6.0, -4.6, -4.6, 0.1, 25.1
45	O=C(NCc1ccccn1)c1c(O)c2cccc3c2n(c1=O)CC3
  -4.8, 12.1, -4.4, 11.8, -7.5, 5.4, -3.0, -8.1, 0.0, 13.9
46	CCOC(=O)C1CCN(C(=O)C2CCN(S(=O)(=O)c3ccc4ccccc4c3)CC2)CC1
  -0.5, 17.6, -5.9, 0.0, 2.5, 0.1, -3.3, -1.1, 0.9, 1.8
47	CCCn1c(SCC(=O)Nc2cccc(F)c2)nc(O)cc1=O
  nt, 10.6, -1.6, 1.8, -6.8, -5.6, -50.6, -8.4, -0.1, nt
48	Cc1ccc(C(=O)NC(=S)Nc2ccc(S(=O)(=O)N(C)c3ccccc3)cc2)cc1
  2.3, -1.5, -10.0, 1.9, 10.4, -1.0, -3.7, -27.9, -0.1, 12.9
49	CCOC(=O)[C@]12CCC=C1N(Cc1ccco1)C(=O)[C@H](CC(=O)N1CCOCC1)C2
  nt, 18.3, -8.2, -6.7, nt, -9.2, nt, nt, -0.5, nt
50	Cc1c(CC(=O)NCC(=O)O)c(=O)oc2cc3oc4c(c3cc12)CCCC4
  1.4, -1.5, 7.0, 1.0, -17.7, 0.2, nt, -1.6, -0.3, nt
51	Cc1ccc(N2CCN(CCCN3C(=O)C4CCCN4C3=O)CC2)cc1 (centres undefined)
  -2.7, -0.7, -6.8, -8.5, -1.5, -0.7, -0.7, 4.6, 0.3, 1.7
52	CCOC(=O)CSc1nnc(CNC(=O)c2ccc(OC)cc2OC)n1C
  -5.6, -1.4, 0.8, 5.4, -4.3, 1.2, 0.4, -3.3, ?, 7.6
53	CCOC(=O)C1(Cc2cccc(F)c2)CCN(CC(O)CO)CC1 (centres undefined)
  1.7, -5.9, 4.2, -3.5, 7.0, -1.4, 8.0, -8.1, 0.2, 23.3
54	COc1ccc(C)cc1S(=O)(=O)N(CC(=O)N1CCOCC1)Cc1ccccc1
  2.5, 5.5, -10.6, -7.5, -10.9, -1.9, 7.0, -0.1, -0.4, -0.5
55	Cc1ccc(S(=O)(=O)c2nc(-c3ccccc3Cl)oc2NCCCN2CCOCC2)cc1
  3.2, 0.4, -3.4, -0.5, -1.8, -3.7, 2.0, 1.6, 0.5, 5.4
56	COc1ccc(-c2nnc(SCC#CCO)o2)cc1OC
  -7.2, -2.8, 1.7, 8.8, 5.6, -0.4, -12.9, -7.2, -0.4, -5.4
57	CCOC(CNC(=O)C1CCN(S(=O)(=O)c2ccc3nc4c(c(C(=O)O)c3c2)CC(C)CC4)CC1)OCC (centres undefined)
  -1.1, -0.3, 6.4, -9.1, 5.7, 0.1, 3.2, 4.7, -1.6, -3.0
58	Cc1ccc(CN2CCC2(C)C(=O)NC(C)C)cc1 (centres undefined)
  nt, 6.3, -5.9, -9.0, nt, -5.1, nt, nt, -0.5, nt
59	COc1ccccc1C(=O)NCCC(=O)N1CCCC(C)C1 (centres undefined)
  3.2, -4.9, 0.4, 5.7, 1.3, -3.0, -11.0, -0.3, -0.9, 23.6
60	CCOC(=O)[C@H]1[C@H]2COc3ccc(C)cc3[C@@H]2N2C(=O)CN(Cc3ccccc3)C(=O)[C@@]12C
  nt, 2.6, 5.3, 6.8, -0.5, 4.8, -2.6, -17.2, 0.2, nt
61	COc1cc(/C=C(\C#N)C(N)=O)ccc1OCc1c(C)no[n+]1[O-]
  2.6, 0.8, -2.4, 8.7, 4.7, -2.8, 1.6, -4.9, 0.6, -11.0

Screening results from PubChem BioAssay.
